Bioassay records: PubChem BioAssay, several laboratories
p97 ATPase inh: inhibitors of human p97 ATPase, primary screen, biochemical; Transitional endoplasmic reticulum ATPase (Homo sapiens), P55072; recombinant p97 ATPase, Kinase-Glo ATP luminescence, 3 h; inhibition, % at 8 µM; hit rate 0.42% among 220,000; in the data active = inhibition above about 15%;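 note: 0% = DMSO vehicle and 100% = wells lacking enzyme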
RBBP9 inhibitor: human RBBP9 inhibitors, primary screen, biochemical, fluorescence polarization, FP-Rh probe, HTS; Serine hydrolase RBBP9 (Homo sapiens), O75884; recombinant RBBP9; inhibition, % at 7.94 µM; hit rate 0.2% among 220,000; AID 1515, 2009;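 active = inhibition above the campaign mean of all tested compounds plus 3 SD, cut at about 14% in these data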;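 note: plate controls were DMSO wells with RBBP9 for no effect and wells lacking RBBP9 protein for full effect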
Target sequence (O75884 whole entry, looked up): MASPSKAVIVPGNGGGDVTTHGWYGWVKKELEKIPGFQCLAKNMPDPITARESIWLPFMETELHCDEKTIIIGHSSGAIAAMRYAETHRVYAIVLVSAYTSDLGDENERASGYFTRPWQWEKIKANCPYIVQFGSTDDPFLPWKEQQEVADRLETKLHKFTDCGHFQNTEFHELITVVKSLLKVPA
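Measured by – fluorescence polarization · Test system – RBBP9 protein · Input – 2.5 µM RBBP9 dispensing solution, before mixing · Measure – percent inhibition from mP, scaled between DMSO and no-protein wells · Benchmarks – DMSO-treated enzyme wells and wells lacking RBBP9 · Times – preincubation 30 min plus labeling 45 min at 25 °C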
Ba/F3 V617F tox: reduced viability of JAK2V617F-dependent Ba/F3 cells, primary screen, JAK2V617F inhibitor project, cell-based, Ba/F3 EpoR-JAK2V617F, luminescence. ATP luminescence. hit rate 1.1% among 220,000. inhibition, % at 5.6 µM;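 active = inhibition above the campaign mean plus 3 SD over all tested compounds, cut at about 24% in these data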;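 note: cytokine-independent growth of Ba/F3 cells driven by EpoR plus mutant JAK2; 0% = DMSO-treated cells and 100% = JAK inhibitor I control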
PPC-1+TRAIL kill: compounds killing PPC-1 cancer cells with TRAIL present, primary screen, TRAIL potentiator project, ATPLite luminescence, uHTS; hit rate 0.41% among 220,000; cell killing (% activity), % at 4 µM; PPC-1 cells + TRAIL, ATPLite viability luminescence; AID 1443, 2008;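 active = cell killing above 50% in the first pass at 4 µM, then a duplicate retest at 5 µM averaging 50% or more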;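 note: plate controls were cells with TRAIL plus DMSO for no effect and medium-only wells lacking cells for full effect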
NCF1 inh: p47phox/p22phox peptide binding inhibitors, primary screen, biochemical, uHTS, NADPH oxidase regulatory subunit; Neutrophil cytosol factor 1 (Homo sapiens), P14598; fluorescence polarization, 2 h; inhibition, % at 24.7 µM; hit rate 0.53% among 220,000;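 active = inhibition above about 30%, limit read from the data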;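 note: 0% = p47phox with labelled peptide and 100% = labelled peptide alone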
Target sequence (P14598 whole entry, looked up): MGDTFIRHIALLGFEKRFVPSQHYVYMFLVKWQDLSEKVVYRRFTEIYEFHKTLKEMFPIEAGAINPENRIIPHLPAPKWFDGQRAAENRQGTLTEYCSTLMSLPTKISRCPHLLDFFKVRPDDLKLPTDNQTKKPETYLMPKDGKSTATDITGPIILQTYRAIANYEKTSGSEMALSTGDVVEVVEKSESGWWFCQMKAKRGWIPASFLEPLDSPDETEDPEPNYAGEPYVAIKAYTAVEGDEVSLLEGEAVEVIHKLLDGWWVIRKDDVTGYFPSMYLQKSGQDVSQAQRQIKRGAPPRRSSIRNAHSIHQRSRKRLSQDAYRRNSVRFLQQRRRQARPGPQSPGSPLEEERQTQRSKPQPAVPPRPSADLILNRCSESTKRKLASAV
BaF3 tox: parental Ba/F3 cell viability inhibition, counter-screen for JAK2V617F inhibitor project, murine pro-B, CellTiter-Glo luminescence; CellTiter-Glo ATP luminescence; inhibition, % at 5.6 µM; hit rate 1.1% among 220,000; AID 1486, 2009;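 active = inhibition above a per-campaign cutoff, the mean inhibition of all tested compounds plus 3 SD, cut at about 27% in these data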;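 note: 0% = DMSO wells and 100% = JAK Inhibitor I control wells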
TbHK1 inh: Trypanosoma brucei hexokinase 1 inhibitors, primary screen, biochemical, G6PDH-coupled NADH absorbance, MLSCN library; inhibition, % at 10 µM; hit rate 0.11% among 220,000; recombinant TbHK1, G6PDH-coupled NADH A340; hexokinase 1 [Trypanosoma brucei];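 active = inhibition of 50% or more in the single-dose primary screen; inactive = inhibition below 50%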
PGE2 EP2 inh: human EP2 receptor antagonists, primary screen, TR-FRET cAMP, C6 glioma cells; Prostaglandin E2 receptor EP2 subtype (Homo sapiens), P43116; C6 glioma cells expressing human EP2; cells stimulated with saturating PGE2; inhibition, % at 25 µM; hit rate 0.52% among 260,000; AID 1422, 2008;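 active = percent inhibition above 40 after rounding to a whole number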;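 note: rat C6 glioma host cells with rolipram phosphodiesterase inhibitor present; the protocol text gives 20 µM as final concentration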
Target sequence (P43116 whole entry, looked up): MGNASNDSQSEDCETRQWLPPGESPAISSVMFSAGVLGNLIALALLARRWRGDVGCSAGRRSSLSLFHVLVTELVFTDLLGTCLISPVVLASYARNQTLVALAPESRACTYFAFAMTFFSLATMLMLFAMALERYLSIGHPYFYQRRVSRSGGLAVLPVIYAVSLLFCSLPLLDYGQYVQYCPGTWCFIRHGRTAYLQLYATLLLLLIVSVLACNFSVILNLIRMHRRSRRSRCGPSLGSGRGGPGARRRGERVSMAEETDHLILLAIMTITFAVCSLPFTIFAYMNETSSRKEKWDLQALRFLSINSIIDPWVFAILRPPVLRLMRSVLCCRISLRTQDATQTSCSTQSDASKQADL
Furin inh: human furin inhibitors, primary screen, biochemical, fluorescence intensity | P09958 | purified furin, fluorogenic substrate cleavage | inhibition, % at 30 µM | hit rate 0.061% among 220,000 | AID 463115, 2010; in the data active = inhibition above about 25%; note: inactives centre near -15
Numbers without * were called inactive; nt = no result given; & = joins results of further samples; [ ] = another dose, or the depositor's remark. This is a subset; count on the stated rates, not on these rows.

Molecule	p97 ATPase inh	RBBP9 inhibitor	Ba/F3 V617F tox	PPC-1+TRAIL kill	NCF1 inh	BaF3 tox	TbHK1 inh	PGE2 EP2 inh	Furin inh
CCn1c(=O)n(CC(=O)Nc2ccc(F)cc2)c(=O)c2ccccc21	6	-8	1	15	-1	-1	-2	4	-18
Cc1ccc(-n2cc(CN(C)Cc3nccn3C)c(-c3ccc(F)cc3)n2)cc1	-3	0	-4	-5	-10	2	-3	6	-26
CCNc1nc(Oc2c(Cl)cccc2Cl)cc(C(F)(F)F)n1	-4	-6	0	0	-18	1	-6	8	-22[20 µM]
Cc1cc(NC(=O)c2c(Cl)cnn2C)no1	0	4	-5	12	-1	0	-8	6	-15[20 µM]
CCOc1ccccc1-n1c(SCC(=O)Nc2nccs2)nnc1-c1ccoc1C	-3	4	3	-12	-7	4	7	8	-17
O=[N+]([O-])c1nn(-c2ccc3c(c2)OCCO3)n(O)c1=NC1CCCCC1	1	-7	-1	3	-19	8	-17	4	-15[20 µM]
CSCCC(=O)N1C(C)CCCC1C(=O)O (stereo unspecified)	-3	-4	0	-5	-6	2	-5	-2	-25[20 µM]
Cc1ccccc1Cn1nc(C)c(NC(=O)c2noc3c2CC(C(C)(C)C)CC3)c1C (stereo unspecified)	-7	-5	5	4	-3	9	-15	12	-26
CCC(=O)NNC(=S)NC(=O)c1ccc(C)cc1	4	-1	-5	14	-1	-3	0	13	-16
O=C(Nc1cccnc1)c1cc(-c2ccc(Br)cc2)on1	3	-4	-4	8	-13	4	1	9	-28
Cc1nnc(SCc2nnc(-c3cccs3)o2)s1	7	-3	2	-12	3	4	1	9	-25
O=C1C=C(O)c2cccc(O)c2C1=O	nt	nt	nt	18	-3	nt	-10	14	-22
O=C(CSc1ncn[nH]1)Nc1ccc([N+](=O)[O-])cc1Br	1	4	-5	18	10	-1	-4	4	-18
Cc1nn(C(=O)c2ccc3c(c2)OCO3)c(N)c1-c1ccccc1	2	-5	-1	6	-4	-2	-6	15	-13
Nc1c(C(=O)Nc2ccc(S(=O)(=O)N3CCCC3)cc2)sc2nc3cc4c(cc3cc12)CCC4	5	-2	-6	26	-19	1	-18	13	-12
COc1ccc(-c2csc(NC(=O)c3ccc(S(=O)(=O)N4CCc5ccccc5C4)cc3)n2)c(OC)c1	2	-4	-1	20	-7	4	-14	10	-25
O=C(CCN1C(=O)C2CCCCC2C1=O)Nc1nc(-c2ccccc2)cs1 (stereo unspecified)	-6	-8	-2	-14	-4	-5	0	4	-11
O=C(Nn1cnnc1)c1cc2c(s1)CCCC2	-3	-3	-1	-5	-11	3	-1	11	-2[20 µM]
CCc1nnc(NC(=O)C2CCCN(S(=O)(=O)c3ccccc3)C2)s1 (stereo unspecified)	-2	10	3	6	-10	5	-4	-3	-16[20 µM]
CCC(C)(C)NC(=O)C(C)OC(=O)c1nsc(Cl)c1Cl (stereo unspecified)	-2	4	1	7	-14	3	3	5&8	-11[20 µM]

14 neighbouring compounds already listed, quoted:
Molecule	p97 ATPase inh	RBBP9 inhibitor	Ba/F3 V617F tox	PPC-1+TRAIL kill	NCF1 inh	BaF3 tox	TbHK1 inh	PGE2 EP2 inh	Furin inh
CCn1c(=O)n(CC(=O)Nc2ccc(F)cc2)c(=O)c2ccccc21	6	-8	1	15	-1	-1	-2	4	-18
Cc1ccc(-n2cc(CN(C)Cc3nccn3C)c(-c3ccc(F)cc3)n2)cc1	-3	0	-4	-5	-10	2	-3	6	-26
CCNc1nc(Oc2c(Cl)cccc2Cl)cc(C(F)(F)F)n1	-4	-6	0	0	-18	1	-6	8	-22[20 µM]
Cc1cc(NC(=O)c2c(Cl)cnn2C)no1	0	4	-5	12	-1	0	-8	6	-15[20 µM]
CCOc1ccccc1-n1c(SCC(=O)Nc2nccs2)nnc1-c1ccoc1C	-3	4	3	-12	-7	4	7	8	-17
O=[N+]([O-])c1nn(-c2ccc3c(c2)OCCO3)n(O)c1=NC1CCCCC1	1	-7	-1	3	-19	8	-17	4	-15[20 µM]
CSCCC(=O)N1C(C)CCCC1C(=O)O (stereo unspecified)	-3	-4	0	-5	-6	2	-5	-2	-25[20 µM]
Cc1ccccc1Cn1nc(C)c(NC(=O)c2noc3c2CC(C(C)(C)C)CC3)c1C (stereo unspecified)	-7	-5	5	4	-3	9	-15	12	-26
CCC(=O)NNC(=S)NC(=O)c1ccc(C)cc1	4	-1	-5	14	-1	-3	0	13	-16
O=C(Nc1cccnc1)c1cc(-c2ccc(Br)cc2)on1	3	-4	-4	8	-13	4	1	9	-28
Cc1nnc(SCc2nnc(-c3cccs3)o2)s1	7	-3	2	-12	3	4	1	9	-25
O=C1C=C(O)c2cccc(O)c2C1=O	nt	nt	nt	18	-3	nt	-10	14	-22
O=C(CSc1ncn[nH]1)Nc1ccc([N+](=O)[O-])cc1Br	1	4	-5	18	10	-1	-4	4	-18
Cc1nn(C(=O)c2ccc3c(c2)OCO3)c(N)c1-c1ccccc1	2	-5	-1	6	-4	-2	-6	15	-13

(next part)
Molecule	p97 ATPase inh	RBBP9 inhibitor	Ba/F3 V617F tox	PPC-1+TRAIL kill	NCF1 inh	BaF3 tox	TbHK1 inh	PGE2 EP2 inh	Furin inh
CCOC(=O)c1ccc(NC(=S)NCC(O)c2ccccc2)cc1 (stereo unspecified)	3	-6	2	-8	-6	8	2	nt	-18[20 µM]
O=C(Nc1ccc2c(c1)OCCO2)c1ccncc1	0	-5	1	9	-15	5	-7	14	-13[20 µM]
CC(C)C(=O)NC(c1ccco1)c1c(O)ccc2ccccc12 (stereo unspecified)	1	-3	-6	1	1	3	3	2	-26
O=C1c2ccccc2C(=O)N1CCCOc1ccccc1	-5	-12	1	-1	6	2	1	5	-10[20 µM]
CC(=O)CCc1c(C)nc2ccc(C(=O)O)cc2c1Cl	6	-2	-1	14	-13	5	0	5	-18
Cc1cc(C)n(CC2CC(=O)N(c3ccc(Cl)c(Cl)c3)C2=O)n1 (stereo unspecified)	-3	-3	1	-2	-4	12	-4	18	-17
CCOC(=O)COc1c(Cl)cc(C2NC(=S)NC(c3ccccc3)=C2C(C)=O)cc1OC (stereo unspecified)	4	0	-5	-7	-7	-3	1	5	-13
COc1ccc(C2COC(=O)C2=N)c(NC(=O)c2ccc(Cl)cc2)c1 (stereo unspecified)	5	0	-2	13	-8	4	-3	4	-14
CCOC(=O)c1c(C(=O)OCC)c(C)n(Cc2cc(OC)c(OC)c(OC)c2)c1C	-1	-10	0	8	-9	1	-3	3	-10
CC/C(O)=C1\C(=O)CCCC1=NCc1nc2ccccc2[nH]1	-3	-10	4	-8	8	6	11	7	-6
COc1ccc(-c2c(C(F)(F)F)nn(C)c2NC(=O)c2ccco2)cc1	-4	-2	0	4	6	-3	-13	6	-14
O=C(c1ccco1)N1CCN(C(c2ccccc2F)c2nnnn2Cc2cccs2)CC1 (stereo unspecified)	1	-7	1	20	-7	4	4	20&5	-18
NS(=O)(=O)c1ccc(NC(=O)COC(=O)/C(=C/c2cccs2)c2cccs2)cc1	6	-18	1	-2	-8	3	-6	29	-31
CCOc1ccc(Br)cc1S(=O)(=O)Nc1ccc(C(=O)Nc2ccc(C)cc2)cc1	0	-3	0	26	-4	0	0	2	-2
O=C(Nc1nc(-c2ccccc2)cs1)c1cccs1	7	-13	2	26	-23	4	-6	17	-17
CCOC(=O)C1(c2csc(N)n2)COC(=O)C1 (stereo unspecified)	3	0	0	17	-12	2	-2	4	-18[20 µM]
O=C(O)/C=C/c1cnc[nH]1	-3	-7	0	5	6	6	-10	10&17	-10
CCN(Cc1cc(=O)n2cc(Cl)c(C)c(Cl)c2n1)Cc1nc2ccccc2c(=O)[nH]1	3	4	-2	17	-12	5	-10	6	-30
Cc1ccccc1NC(=O)CN1CCC(NC(=O)Nc2ccccc2)CC1	0	-8	3	12	2	4	-4	11	-17[20 µM]
FC(F)(F)c1cnc(NNC(=S)Nc2cccnc2)c(Cl)c1	6	-9	-3	-7	-10	4	-3	6	-6
CC1=C(C(=O)Nc2ccc(C)cc2C)C(c2ccc(Cl)cc2)n2nc(C(=O)OC(C)C)nc2N1 (stereo unspecified)	6	2	2	16	-1	7	-1	6	-16
O=C(Nc1cccc2ccccc12)c1ccccc1	4	7	-2	-4	-17	1	0	11&10	-18
CCN(CCO)C(=O)C12CCC(C)(C(=O)C1)C2(C)C (stereo unspecified)	-6	2	6	15	-20	11	5	1	-12[20 µM]
COc1cc(C2=NOC(C(=O)NCc3ccc(F)cc3)C2)cc(OC)c1OC (stereo unspecified)	2	7	79*	16	-23	78*	0	nt	-11[20 µM]
C=CCNC(=S)/N=c1\sccn1C	0	-7	-2	22	-10	1	-18	7	-15[20 µM]
O=P(Cc1ccccc1)(c1ccccc1)c1ccccc1	-4	0	2	20	0	2	4	9	-15
Cc1ccc(N/C(CSC(N)=O)=N/S(=O)(=O)c2ccccc2)cc1	1	-3	2	19	-8	4	4	7	-12[20 µM]
Cc1cc(NC(=O)c2cc3n(n2)C(C(F)(F)F)CC(c2ccco2)N3)no1 (stereo unspecified)	-2	-5	-2	-9	-16	9	4	8	-27
COC(=O)C(Cc1cnc(Cl)s1)(C(=O)OC)c1ccccc1[N+](=O)[O-]	1	11	1	33	1	7	-3	8	-3[20 µM]
Cc1nn(-c2cc(C(F)(F)F)ccc2Cl)c2nc(C(Cl)(Cl)Cl)[nH]c(=O)c12	5	-9	3	12	1	-6	-12	13	-15
S=C(NCCc1ccc(Cl)cc1)NC1CCCC1	-4	-5	5	9	-3	6	8	5	-8
Clc1ccc(-c2nnc3sc(Cc4cccs4)nn23)cc1	1	-9	-4	-6	-13	0	-2	13	-10
Cc1ccccc1Cn1nc(C)c(NC(=O)c2cc3n(n2)C(C(F)F)CC(C(F)F)N3)c1C (stereo unspecified)	-4	3	-1	34	-8	7	-3	13	-22[20 µM]
Cc1sc2nc(CSCC(=O)Nc3ccc(N4CCOCC4)cc3)[nH]c(=O)c2c1C	-3	9	3	24	-15	-5	-11	10	-21
NC(=O)NCCCC(NC(=O)c1ccc(C#CC2(O)CCCCC2)cc1)C(=O)O (stereo unspecified)	-7	-10	3	9	-2	3	3	8	-10
